Assay outcomes as filed in PubChem.
NR2E3 ag-1 = human photoreceptor-specific nuclear receptor agonism; Q9Y5X4; CHO-S Gal4-NCOR/VP16-NR2E3 two-hybrid, luciferase; inhibition of corepressor binding, % at 3.98 µM; hit rate 0.35% among 360,000; AID 602229;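 active = inhibition above the mean of all tested compounds plus 3 SD, cut at about 70% in these data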;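 note: 0% = DMSO with NR2E3 transfected cells and 100% = cells lacking NR2E3 construct; higher means lower luciferase signal from less NR2E3 corepressor binding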
Target sequence (Q9Y5X4 whole entry, looked up, the tested form may be a part): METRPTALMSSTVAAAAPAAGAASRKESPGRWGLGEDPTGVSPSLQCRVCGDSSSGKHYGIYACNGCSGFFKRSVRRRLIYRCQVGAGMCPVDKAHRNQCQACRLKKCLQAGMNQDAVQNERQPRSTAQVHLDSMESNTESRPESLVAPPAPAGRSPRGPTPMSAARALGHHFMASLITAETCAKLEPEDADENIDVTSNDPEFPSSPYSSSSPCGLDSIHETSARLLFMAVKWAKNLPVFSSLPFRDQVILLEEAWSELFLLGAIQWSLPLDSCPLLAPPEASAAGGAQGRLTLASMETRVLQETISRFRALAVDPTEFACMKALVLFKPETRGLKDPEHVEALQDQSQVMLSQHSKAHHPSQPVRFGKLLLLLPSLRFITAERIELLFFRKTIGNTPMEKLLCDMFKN
HIF-2a inh = inhibitors of HIF-2a; 786-0 RCC cells HIF-2a reporter, luciferase luminescence, overnight; inhibition, % at 18.8 µM; hit rate 0.72% among 360,000; AID 624352;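 active = inhibition of the luminescence signal of 40% or more relative to plate controls, in a single-dose primary screen at 18.75 µM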
PDI turbidity = inhibitors of human protein disulfide isomerase. AID 588391. hit rate 0.052% among 350,000. P07237. inhibition, % at 10 µM. PDI insulin aggregation turbidity, A650, 90 min;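 active = mean inhibition across replicates of 30% or more, whatever share of single replicates reach that level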;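 note: absorbance from insulin aggregation driven by PDI reduction with DTT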
Target sequence (P07237 whole entry, looked up): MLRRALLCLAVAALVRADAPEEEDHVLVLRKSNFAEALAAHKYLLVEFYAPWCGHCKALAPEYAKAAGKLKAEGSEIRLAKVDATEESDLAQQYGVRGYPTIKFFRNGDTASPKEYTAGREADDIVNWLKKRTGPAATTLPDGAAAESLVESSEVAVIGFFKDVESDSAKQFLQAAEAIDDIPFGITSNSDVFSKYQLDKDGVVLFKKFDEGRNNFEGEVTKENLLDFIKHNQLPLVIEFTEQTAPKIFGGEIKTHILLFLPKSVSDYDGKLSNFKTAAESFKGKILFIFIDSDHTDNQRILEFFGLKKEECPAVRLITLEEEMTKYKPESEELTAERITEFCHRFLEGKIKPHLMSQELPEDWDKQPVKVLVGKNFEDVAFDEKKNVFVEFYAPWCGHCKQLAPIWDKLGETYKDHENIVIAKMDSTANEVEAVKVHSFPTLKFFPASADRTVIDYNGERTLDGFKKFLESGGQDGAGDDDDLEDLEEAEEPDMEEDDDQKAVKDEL
Shn3 inh set2 = inhibitors of Schnurri-3 3'UTR reporter in osteoblasts. Clone20 osteoblast Shn3 3'UTR firefly luciferase, 24 h. inhibition, % at 12.5 µM. hit rate 0.52% among 360,000. AID 588674;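 active = mean inhibition of at least 75% with every replicate also reaching 75%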;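 note: 0% = median of neutral control wells and 100% = pilot-screen positive control compound; some compounds past the cut are filed as inactive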
H9c2 protect = protects H9c2 cardiomyocytes from peroxide injury; H2O2 injury protection, ATPLite, 2 h; protection from H2O2 cell death, % at 20 µM; hit rate 0.63% among 360,000;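 active = compounds giving at least 50% protection of heart cells from peroxide-induced death in the single-dose screen, raw or plate-pattern-corrected value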;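 note: 0% = DMSO wells with peroxide and 100% = DMSO wells without peroxide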
Peg3 promoter = inhibitors of Peg3 promoter; HeLa PEG-Prom luciferase reporter, luminescence, overnight; inhibition, % at 20 µM; hit rate 1.7% among 360,000; AID 588405;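 active = inhibition of at least 50% at 20 µM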
MITF TRPM1 inh = MITF TRPM1 promoter inhibition in SK-MEL-5 cells. SK-MEL-5 TRPM1 promoter luciferase, 24 h. inhibition, % at 12.5 µM. hit rate 0.83% among 330,000. AID 488899;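 active = mean inhibition across replicates of 60% or more, whatever share of single replicates reaches that level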; note: values of inactives mirror those of a sister screen read the other way
NR2E3 ag-2 = NR2E3 (human) agonism; Q9Y5X4; GST-NR2E3/biotin-RetCOR TR-FRET, 1536-well; inhibition of corepressor binding, % at 4.78 µM; hit rate 0.12% among 320,000; AID 2300;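 active = percent inhibition above the cutoff of mean plus 3 SD of all tested compounds, set per screening campaign, cut at about 20% in these data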;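 note: 0% = DMSO wells and 100% = biotin wells as full block of FRET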
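System: GST-tagged NR2E3 plus biotinylated RetCOR corepressor; Buffer or medium: pH 7.5 Tris-based buffer; Probe or stimulus: RetCOR corepressor, biotinylated, 7 nM; Doses: compound at 4.8 µM, single dose; Schedule: 5 h incubation at 4 °C; Technique: time-resolved FRET; Evaluation: percent inhibition of TR-FRET ratio; Replication: one well per compound, singlicate testing.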
HTR2A ag = activates the mouse 5-HT2A serotonin receptor; AID 624169; hit rate 0.66% among 360,000; P35363; activation, % at 7.6 µM; CHO-K1 mHTR2A beta-arrestin complementation, luminescence; percent of 30 µM serotonin response;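 active = activation above a run cutoff, the mean activation of all tested compounds plus 3 SD, cut at about 14% in these data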;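 note: 0% = plate median of compound wells and 100% = 30 µM serotonin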
CaV13 FRET inh = Disruptors of the CACNA1D IQ motif to Ca2+-dependent inactivation inhibitor domain association, primary screening, Förster resonance energy transfer in intact living …; AID 743397; inhibition, % at 12.3 µM; hit rate 0.098% among 340,000; HEK cells, CFP/YFP FRET ICDI-IQ, plate reader, 10 min; percent FRET-ratio fall versus neutral wells;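 active = mean replicate inhibition of at least 30% and at least 1% of replicates passing that level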;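 note: 0% = median of the neutral control wells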
hiPSC survival = enhancers of human iPSC single-cell survival | hiPSC single-cell survival, ATPlite luminescence; 100% = ROCK inhibitor wells, 0% = DMSO | survival enhancement, % at 20 µM | hit rate 0.044% among 360,000; in the data active = survival enhancement above about 18%;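 note: cells exposed to compounds for 16 hours before the ATP read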
* hit, by the source's call; / = not tested or not shown.

SMILES	NR2E3 ag-1	HIF-2a inh	PDI turbidity	Shn3 inh set2	H9c2 protect	Peg3 promoter	MITF TRPM1 inh	NR2E3 ag-2	HTR2A ag	CaV13 FRET inh	hiPSC survival
CCCCCCCOc1ccc(C(=O)Nc2cccnc2)cc1	-85	-26	0	20	-17	13	2	2	-1	-20	-0.3
Cc1[nH]n(-c2ccccc2)c(=O)c1N=Nc1ccc(C(=O)O)cc1	-6	-74	-18	-7	-6	-41	-8	3	0	-5	-0.6
CC(C)N1CCN(S(=O)(=O)c2ccc3ccccc3c2)CC1	19	17	2	-17	1	7	-5	3	1	-6	-0.1
O=C1CSC(=S)N1/N=C/C=C/c1ccccc1	-45	-21	8	-35	2	-28	0	-1	-1	/	-1.6
CCc1noc(C)c1C(=O)Nc1nc(-c2ccccc2)c(C(C)=O)s1	-5	-18	-7	-11	-4	10	-2	3	35*	-2	0.4
CCOC(=O)c1c(C)c(C(=O)Nc2cc(OC)ccc2OC)c(C)n1CC	-34	-57	5	24	6	57*	10	0	0	-8	-2.5
Cc1ccc(NS(=O)(=O)c2ccc(NC(=O)c3cccs3)cc2)cc1	16	11	1	13	-15	22	9	2	-2	/	2.3
COc1ccc(-n2c(=O)c3c4c(sc3n(CC(=O)NCc3ccco3)c2=O)CCC4)c(OC)c1	4	23	2	-18	-4	0	14	5	-4	/	8.0
CCOc1ccc2nc(SC3CC(=O)N(c4ccc(C)cc4)C3=O)sc2c1 (stereo not drawn)	-2	-142	-1	96*	-6	89*	-51	0	6	-7	-2.3
Cc1ccc(S(=O)(=O)Oc2cccc(N3C(=O)C4CC=CCC4C3=O)c2)cc1 (stereo not drawn)	-12	4	3	4	-6	1	3	-1	-1	-3	1.7
CC(=O)c1ccc(OC2(C)CCN(Cc3ccc(OC(F)(F)F)cc3)C2)cc1 (stereo not drawn)	1	-1	0	-11	-10	5	/	/	-2	-6	1.4
Cc1cccc(NC(=S)N(CCCN2CCOCC2)Cc2cn(C)c3ccccc23)c1	39	20	1	24	12	-11	12	2	1	-7	-0.9
COc1ccc(-n2nc3ccc(NS(C)(=O)=O)cc3n2)cc1Cl	-76	-152	-1	-37	-5	-144	-38	-1	6	1	0.4
O=C(CCNS(=O)(=O)c1cccs1)N1CCN(c2ccc(F)cc2)CC1	-11	5	12	-1	0	-1	-3	0	-9	-2	0.6
Cc1cc(Cl)ccc1NC(=O)CN1C(=O)C(=O)N(C2CCCC2)C1=O	-9	9	7	6	5	4	/	1	5	-17	-4.3
COc1ccc(OCCn2cc(/C(N)=N/O)c3ccccc32)cc1	0	2	1	-25	2	0	5	2	1	-7	0.5
CC1CCCCN1S(=O)(=O)c1csc(C(N)=O)c1 (stereo not drawn)	-21	8	-3	-37	0	-4	16	-3	7	-4	-0.6
O=C(CCC(=O)Nc1nnc(C2CCCCC2)s1)NCc1ccccc1	3	5	4	-1	3	3	-5	3	-1	-5	-0.1
COc1ccc(N=Cc2cc3c(cc2O)OC(N)=C(C#N)C3c2ccccc2)cc1 (stereo not drawn)	-5	39	7	41	48	20	11	4	-4	-6	-0.6
O=C(Nc1c(-c2ccc3c(c2)OCO3)[nH][nH]c1=O)c1cnccn1	9	1	/	-5	-1	6	/	/	-1	-4	-0.8
CC(/C=N\NC(=O)CN1CCN(Cc2ccccc2)CC1)=C\c1ccco1	-6	6	-6	8	5	6	19	4	-6	-4	2.3
CCOC(=O)CSc1n[nH]c(NC(C)=O)n1	-15	18	7	-25	19	2	6	2	1	3	0.2
COC(CNC(=O)c1cccc(-n2c(=S)[nH]c3cc(Cl)ccc3c2=O)c1)OC	-10	17	-6	7	-4	4	-4	0	2	5	-0.1
COc1ccc(/C=N/NC(=O)CCSc2nc3ccccc3s2)cc1	-62	-32	-7	-16	-2	15	0	-3	3	-3	-4.1
CC1(C)OC2OC(C(=O)N/N=C/c3cc(Br)ccc3O)C3OC(C)(C)OC3C2O1 (stereo not drawn)	-14	15	2	15	47	29	12	1	-7	-16	0.3
CCOC(=O)c1c(C)n(C)c2cc(CN(C)C)c(O)c(S(=O)(=O)c3ccccc3)c12	-13	4	-6	0	-3	6	17	6	7	-6	-1.7
CN(C)S(=O)(=O)c1ccc(Oc2ccccc2)cc1	14	-15	-6	5	-5	-22	7	8	11	-5	5.3
COC(=O)CC1COc2ccccc2N1C(=O)c1ccc(Cl)cc1 (stereo not drawn)	-12	0	6	29	-2	16	1	-4	-2	-5	-0.3
C=CCNc1nc(Nc2ccc(OC)cc2)nc(OC)n1	-18	-39	5	-12	6	-18	-14	3	4	-8	1.4
CCOC(=O)Cc1cc(=O)n2[nH]c(-c3ccccc3)cc2n1	-40	-30	-5	-19	-6	-9	7	2	0	-5	-1.4
COC1=CC(=O)c2c(ccc3ncnc(N)c23)C1=O	102*	91*	25	97*	-14	93*	113*	/	-2	-2	-3.0
CCOC(=O)c1c(C)[nH]c(C)c1S(=O)(=O)NCC1CCN(Cc2ccc(C)cc2)CC1	-15	-4	5	-11	1	0	4	0	-10	-3	-0.3
Cc1ccc(F)cc1NC(=O)Cc1nn(C)c(=O)c2ccccc12	96*	18	2	76	-31	12	6	1	8	/	0.8
COc1ccc(NC2CCCN(C(=O)c3ccc(CSC)o3)C2)cc1OC (stereo not drawn)	-18	4	-3	13	-1	2	19	-2	1	-2	-0.2
COc1cccc(CCNC(=O)c2cc(COc3cccc(OC)c3)on2)c1	-9	-125	0	-26	2	-118	/	/	-5	-6	0.1
O=C(COC(=O)c1ccc2c(c1)OCCO2)Nc1cc(Cl)ccc1Cl	5	15	7	-2	-10	2	-14	7	-1	-3	1.3
COc1cc(C(=O)NCc2ccc(C(=O)NCC(OC)OC)cc2)cc(OC)c1OC	7	2	2	-16	1	0	5	-3	2	-17	3.8
COc1ccccc1NC(=S)NNC(=O)c1ccccc1Br	-36	-205	13	-25	-6	-184	-8	0	-5	-3	-1.7
Cc1ccc(NC(=O)C(c2ccccc2)C2CCCC2)cc1 (stereo not drawn)	-14	16	3	-3	-12	15	-12	/	-2	-18	-1.3
CC(C)[C@H](NC(=O)N1CCn2c1nc1ccccc12)C(=O)NCc1ccc(F)cc1	29	8	6	8	-1	19	5	-5	3	-15	-0.8
Cc1ccccc1CCNC(=O)Cn1nc(C)c2c(C)n(-c3ccccc3)nc2c1=O	8	7	4	11	5	4	5	-4	0	-3	-0.2
COCCCn1cc(CN2CC(N3CCN(Cc4cccc(C)c4)CC3)CS2(=O)=O)nn1 (stereo not drawn)	-4	3	/	/	/	/	/	/	3	-5	-0.1
O=C(CCCOc1ccccc1)N1CCN(S(=O)(=O)c2cccs2)CC1	-43	-70	0	-11	6	-40	-15	0	-2	0	0.1
CCc1c(C)nc(SCC(=O)Nc2nc(-c3ccc(OC)cc3)cs2)[nH]c1=O	-31	11	-6	-7	0	0	2	4	2	-4	0.8
Cc1cccc(/C=N\Nc2nnc(-c3ccccc3)c(=O)[nH]2)c1	-25	-33	-6	9	1	-39	11	2	1	-5	-0.8
COc1ccc(NC(=O)CC2Oc3ccccc3NC2=O)cc1 (stereo not drawn)	-3	-21	5	11	1	-5	8	0	-3	9	-0.3
COc1ccc2nc(N(CCN(C)C)C(=O)c3ccc4ncsc4c3)sc2c1	-100	-200	-5	-100	17	-228	/	/	-8	-14	-1.7
Cc1nc2ccc(S(=O)(=O)NC(C(=O)N3CCCC3)C(C)C)cc2s1 (stereo not drawn)	-9	0	-2	10	3	-12	10	2	-3	-13	0.2
O=C(N/N=C/c1ccc[nH]1)c1ccccc1[N+](=O)[O-]	3	12	-2	-12	-5	-3	-3	-2	1	-2	-1.8
Cc1ccc(-c2cc(C(=O)N/N=C/c3ccccc3)n[nH]2)o1	-15	-92	6	-9	-2	-67	-1	3	0	-3	-0.5
N/C(=N\OC(=O)c1ccc(Cl)c([N+](=O)[O-])c1)c1ccccc1	-19	-20	-3	-73	-9	75*	-16	5	7	-5	4.6
Cc1ccc2nc(NC(=O)c3ccc(Cn4cc(Cl)cn4)o3)sc2c1	-50	-88	-6	-18	-10	-81	-26	1	-2	-3	0.3
C=CCN(c1ccccc1OC)S(=O)(=O)c1ccc(Cl)c(C(=O)NCc2ccco2)c1	-33	1	14	2	-2	-9	/	/	-1	-11	-2.2
CSc1nnc(-c2ccccc2N=Cc2c(C)[nH]n(-c3ccccc3)c2=O)c(=O)[nH]1	6	5	6	-10	-9	0	4	0	7	/	5.3
CCOc1cccc(-c2nnc3sc(COc4ccc(Cl)cc4)nn23)c1	-19	14	8	13	-22	21	10	3	-1	-6	3.5
COc1ccccc1CCc1nnc(CCC(=O)NC(C)Cc2ccsc2)o1 (stereo not drawn)	-11	9	-4	-3	1	-2	8	-2	8	-4	1.1
N#Cc1cn(-c2ccccc2)nc1C(=O)c1ccccc1	-36	-14	2	-18	-4	-4	3	1	-3	-6	7.7
COc1ccc(C(=O)NC(C)CCc2ccccc2)cc1 (stereo not drawn)	3	-48	-3	-12	-1	-22	-7	-5	-3	-21	1.7
COc1ccc(NC(=O)c2ccco2)c(OC)c1	-23	-142	4	-62	-2	-138	-43	0	1	/	4.9
O=C(c1c(F)cccc1Cl)N1CCN(S(=O)(=O)c2ccc3c(c2)OCCCO3)CC1	-23	14	-5	14	-7	4	7	3	3	-4	0.1

Random excerpt: 2 entries already listed
SMILES	NR2E3 ag-1	HIF-2a inh	PDI turbidity	Shn3 inh set2	H9c2 protect	Peg3 promoter	MITF TRPM1 inh	NR2E3 ag-2	HTR2A ag	CaV13 FRET inh	hiPSC survival
Cc1ccc(NC(=O)C(c2ccccc2)C2CCCC2)cc1 (stereo not drawn)	-14	16	3	-3	-12	15	-12	/	-2	-18	-1.3
CCOC(=O)Cc1cc(=O)n2[nH]c(-c3ccccc3)cc2n1	-40	-30	-5	-19	-6	-9	7	2	0	-5	-1.4

Next section
SMILES	NR2E3 ag-1	HIF-2a inh	PDI turbidity	Shn3 inh set2	H9c2 protect	Peg3 promoter	MITF TRPM1 inh	NR2E3 ag-2	HTR2A ag	CaV13 FRET inh	hiPSC survival
CCOC(=O)c1ccc(-n2c(CN(CC)CC)nc3ccc([N+](=O)[O-])cc3c2=O)cc1	-42	-64	2	-23	2	-20	6	-1	4	-4	-0.9
C=CCNC(=S)Nc1ccc(Cl)cc1	-6	6	4	2	-4	3	-7	6	1	-6	0.1
Cc1cccc(CN2CCc3c(OCC(=O)NCc4ccco4)cccc3C2=O)c1	-21	-13	6	-5	4	13	6	-1	-5	-5	1.8
Cc1ccc(S(=O)(=O)N2CCC3(CC2)OCCO3)cc1	-1	5	5	-4	-3	4	-14	4	-1	/	0.2
COc1cccc(CNCCNC(=O)c2nonc2N)c1	-14	5	-7	-5	5	-4	3	-1	19*	-8	-1.8
